Screening results as filed in PubChem BioAssay.
LDHA block = inhibitors of human lactate dehydrogenase A; P00338; purified LDHA, NADH/diaphorase-resazurin fluorescence; stronger effect = lower value; activity change, % (values are at about 110 or 230 µM); actives 0.15% (n = 480,000); in the data active = activity change below about -30%;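 note: plate controls were DMSO wells for no effect and wells without enzyme for full effect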
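Human LDH5 at 2 nM final in Tris HCl pH 7.4 with 0.06 mM NADH and 0.2 mM pyruvate, reacted 5 minutes at room temperature. Remaining NADH coupled via diaphorase/resazurin; resorufin fluorescence read at 0 and 20 minutes, normalized to enzyme-free and DMSO wells.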
* hit, by the source's call. The list is partial; the hit share may differ from the screen's.

nr | SMILES | LDHA block
1 | CC(C)NC1CCC(C(C)(C)C)CC1 (stereo not drawn) | -4.3
2 | CC(C)N(C)CC1CCN(C(=O)c2cn(Cc3ccccc3)c3ccccc23)CC1 | 11.0
3 | c1ccc(CCNCc2ccco2)cc1 | 0.8
4 | CC(Oc1ccccc1)C(=O)NN (stereo not drawn) | -1.2
5 | Cc1ccc(NC(=O)c2cn(C)c3ccccc23)c2cccnc12 | 4.7
6 | O=[N+]([O-])c1ccc(NCCOc2cccc3ccccc23)c2ncccc12 | 2.7
7 | CC1OC(OC2CC[C@]3(C=O)[C@H]4[C@H](O)CC5(C)C(C6=CC(=O)OC6)CCC5(O)[C@@H]4CCC3(O)C2)C(O)C(O)C1O (stereo partly drawn) | 8.9
8 | Cc1nc(CN2CCNCC2)cs1 | 0.7
9 | Cc1[nH]c2ccccc2c1P(=S)(c1ccccc1)c1ccccc1 | -7.4
10 | CCC(C)NCCc1ccccc1 (stereo not drawn) | -0.7
11 | CC12CN(CC#N)CC(C)(CN(CC#N)C1)C2=O | -4.1
12 | Cc1ccc(-n2nc(C)c3c2NC(=O)CSC3c2ccc(F)cc2)cc1Cl (stereo not drawn) | 8.8
13 | Cc1c(Cl)cccc1NC(=O)CN1C(=O)CN=C(c2ccccc2)c2cc(Cl)ccc21 | 6.7
14 | CCOC(=O)C1=C(N)OC(C)=C(C(=O)OC(C)C)C12C(=O)Nc1ccc(Br)cc12 (stereo not drawn) | 12.9
15 | CNC(=O)NC(=O)CN1CCN(C(=O)Cc2cccc(OC)c2)CC1 | 2.1
16 | O=C(COc1ccc(F)cc1)N1CCN(CCc2ccncc2)CC1 | 3.6
17 | CCOC(=O)[C@]12Cc3cc(OC)ccc3[C@H]1N(C)C(=O)c1ccccc12 | 0.6
18 | Cc1oc2cc(OC(=O)N(C)C)ccc2c(=O)c1-c1ccccc1 | -2.8
19 | Oc1cc(Cl)cc(Cl)c1 | 3.4
20 | CCOC(=O)[C@]12Cc3c(cc(OC)c(OC)c3OC)[C@H]1N(CCC(=O)OC)C(=O)c1ccccc12 | 0.8
21 | CC(C(=O)c1c[nH]c2ccccc12)N(Cc1ccc(F)cc1)C1CC1 (stereo not drawn) | -3.1
22 | CCOC(=O)[C@]12Cc3cc(Cl)ccc3[C@H]1N(C(C)C)C(=O)c1ccccc12 | -2.3
23 | Nc1ccc(Cl)cc1C(=O)c1ccccc1F | 8.1
24 | O=C(Nc1cccc(F)c1)c1cn(Cc2ccccc2)nc1-c1ccccc1 | 7.9
25 | Cc1nn(C)c(C)c1C1SCC(=O)Nc2c1c(C)nn2-c1ccccc1 (stereo not drawn) | 3.6
26 | C=C(Cl)CN1CCC(N2CCCCC2)CC1 | 1.4
27 | CC12CN3CC(C)(CN(C1)C3c1ccccn1)C2=O (stereo not drawn) | 6.1
28 | COc1ccc2[nH]c(C)c(CCNCc3cccc(C(F)(F)F)c3)c2c1 | -3.8
29 | COc1ccccc1NC(=O)c1cn(Cc2ccccc2)c2ccccc12 | 3.0
30 | COC(=O)C(O)(c1ccc(N(C)C(=O)O/N=C(/C)Cl)cc1)C(F)(F)F (stereo not drawn) | 1.1
31 | CN(C)C(=O)Oc1ccc2c(=O)c(-c3ccc(Br)cc3)coc2c1 | -0.6
32 | Cc1ccc(Cn2nc(C)c(C(=O)NCc3cc(Cl)c4c(c3)OCCCO4)c2C)cc1 | 3.1
33 | ClC1=CC[C@@H]2CN(CCN3CCOCC3)C[C@@H]2C1 | 1.4
34 | CCOC(=O)C1=C(N)Oc2c(c(=O)oc3ccccc23)C12C(=O)Nc1ccc(F)cc12 (stereo not drawn) | 4.7
35 | CCOC(=O)c1c(C)n(C(C)C)c2ccc(OC(=O)c3ccccc3)cc12 | -1.6
36 | O=C(CN1CCN(C(=O)Cc2n[nH]c(=O)c3ccccc23)CC1)NC1CC1 | -9.0

Continued; the last 3 above are carried over.
nr | SMILES | LDHA block
34 | CCOC(=O)C1=C(N)Oc2c(c(=O)oc3ccccc23)C12C(=O)Nc1ccc(F)cc12 (stereo not drawn) | 4.7
35 | CCOC(=O)c1c(C)n(C(C)C)c2ccc(OC(=O)c3ccccc3)cc12 | -1.6
36 | O=C(CN1CCN(C(=O)Cc2n[nH]c(=O)c3ccccc23)CC1)NC1CC1 | -9.0
37 | COc1ccc2[nH]c(C)c(CCNCc3ccccc3F)c2c1 | 7.8
38 | O=C(NCc1cccnc1)c1cn(Cc2ccccc2)c2ccccc12 | 0.1
39 | COc1ccc(/C=C/[N+](=O)[O-])cc1OC | 0.0
40 | Cc1cccc(-n2nnnc2C2(NC(C)C)CCCCC2)c1 | -0.3
41 | Cc1cc(=O)c2ccccc2[se]1 | -1.1
42 | O=C(COc1ccc2c(-c3ccccc3)cc(=O)oc2c1)N1CCN(CCO)CC1 | -0.8
43 | c1coc(CN2CCNCC2)c1 | 1.1
44 | CNC(=O)c1ccc(NC(=O)COC(=O)c2cn(C)c3ccccc23)cc1 | 7.3
45 | O=c1cc(-c2ccccc2)[se]c2ccccc12 | -6.0
46 | Cc1ccc(C(O)(C(=O)OC(C)C)C(O)c2ccc(F)cc2)cc1 (stereo not drawn) | 3.7
47 | CC(N)Cc1ccc2oc3ccccc3c2c1 (stereo not drawn) | 0.7
48 | Cc1cccc(C)c1-n1nnnc1C1(NC(C)C)CCCCC1 | -2.8
49 | O=C(NCCN1CCC2(CC1)C(=O)NCN2c1cccc(F)c1)c1ccc2ccccc2c1 | -3.1
50 | N#Cc1ccc(NC(=O)CN2CCC(C(N)=O)CC2)cc1Cl | 1.6
51 | O=C(CN1CCCCC1)c1ccc(-c2ccccc2)cc1 | 0.2
52 | CCOC(=O)C1=C(N)Oc2cc(C)oc(=O)c2C12C(=O)Nc1ccccc12 (stereo not drawn) | 5.7
53 | COc1cc(C2SCC(=O)Nc3[nH]ncc32)ccc1OCC(C)C (stereo not drawn) | 0.5
54 | CCOC(=O)C1=C(N)OC(C)=C(C(=O)OCc2ccccc2)C12C(=O)Nc1ccc(Br)cc12 (stereo not drawn) | 14.7
55 | O=C(CCn1ccc2cc(S(=O)(=O)N3CCCCCC3)ccc21)N1CCC2(CC1)OCCO2 | 6.6
56 | CCN1CCN(C(=O)Cc2c[nH]c3ccccc23)CC1 | 14.1
57 | Cc1cccc(C(=O)N2CCC(=O)CC2)c1 | 2.6
58 | O=C(c1cn(Cc2ccccc2)c2ccccc12)N1CCC1 | 5.7
59 | O=[N+]([O-])c1ccc(NCc2ccccc2)c2ncccc12 | 8.3
60 | ClCCN1CCCC1 | 5.7

Among those listed so far, 3 contain a nitro group on carbon:
nr | SMILES | LDHA block
6 | O=[N+]([O-])c1ccc(NCCOc2cccc3ccccc23)c2ncccc12 | 2.7
39 | COc1ccc(/C=C/[N+](=O)[O-])cc1OC | 0.0
59 | O=[N+]([O-])c1ccc(NCc2ccccc2)c2ncccc12 | 8.3

Further records.
nr | SMILES | LDHA block
61 | Cn1c(-c2ccccc2)c(P(=S)(c2ccccc2)c2ccccc2)c2ccccc21 | -5.7
62 | CNC1Cc2ccccc2C1 | 0.2
63 | COC(=O)C1=C(N)Oc2n[nH]c(-c3ccccc3)c2C12C(=O)N(C)c1ccccc12 (stereo not drawn) | 11.5
64 | C=CCOc1ccc(CNCCc2c[nH]c3ccccc23)cc1 | 13.1
65 | CC1=C(C(=O)OC(C)(C)C)C2(C(=O)Nc3ccccc32)C(C(=O)OC(C)C)=C(N)O1 (stereo not drawn) | -12.8
66 | Cc1[nH]nc2c1C(c1ccc(-c3ccc(Cl)cc3)o1)SCC(=O)N2 (stereo not drawn) | 22.0
67 | CC(Cl)C(=O)NC1CCCCC1 (stereo not drawn) | 1.2
68 | N#Cc1ccc(NC(=O)CCC2CCCCC2)cc1Cl | 12.8
69 | N#Cc1ccc(CN2CCC(c3c[nH]c4ccccc34)CC2)cc1 | 1.5
70 | NC(Cc1cccc(F)c1)c1cccc(F)c1 (stereo not drawn) | 0.3
71 | Cc1[nH]nc2c1C(c1ccc(-c3ccccc3)o1)SCC(=O)N2 (stereo not drawn) | 2.1
72 | N#Cc1c(N)nc2c(c1-c1ccc(OCc3ccc(F)cc3)cc1)c(=O)nc1sccn12 | 2.5
73 | CN(c1ccc([N+](=O)[O-])c2cnccc12)C1CCCCC1 | 24.1
74 | COc1ccc(C(C#N)C(C)=O)cc1 (stereo not drawn) | 11.0
75 | O=C(O)CCCCNCc1ccc(C(=O)O)cc1 | 4.0
76 | COC(=O)c1ccc(NC(=O)COC(=O)c2cn(C)c3ccccc23)cc1 | -11.3
77 | N#CCCNC(=O)CCl | 0.7
78 | O=c1[nH]c2ccccc2n1C1CCN(Cc2ccc(-c3nc4ccccc4nc3-c3ccccc3)cc2)CC1 | -2.6
79 | C=CCOC(=O)C1=C(C)OC(N)=C(C(=O)OCC)C12C(=O)Nc1ccccc12 (stereo not drawn) | 14.0
80 | Cc1[nH]c2c(C)cccc2c1CCN | 5.1
81 | CCn1cc(C(=O)Nc2cccc3ncccc23)c2ccccc21 | 32.2
82 | COOCC1(C(=O)OC)C[C@H](c2ccc(OC)cc2)N(Cc2ccccc2OC)[C@@H]1c1ccccc1C (stereo partly drawn) | -3.0
83 | CCOC(=O)[C@]12Cc3cc(C)ccc3[C@H]1N(CCC(=O)OC)C(=O)c1ccccc12 | 2.9
84 | Cc1ccsc1CNC(C)C(O)c1ccc(O)cc1 (stereo not drawn) | -7.7

Arranged by formula weight (ascending): three of the compounds above
nr | SMILES | LDHA block
80 | Cc1[nH]c2c(C)cccc2c1CCN | 5.1
81 | CCn1cc(C(=O)Nc2cccc3ncccc23)c2ccccc21 | 32.2
79 | C=CCOC(=O)C1=C(C)OC(N)=C(C(=O)OCC)C12C(=O)Nc1ccccc12 (stereo not drawn) | 14.0

More entries follow.
nr | SMILES | LDHA block
85 | OC1C2(c3ccccc3)CN3CN(C2)CC1(c1ccccc1)C3 (stereo not drawn) | -1.9
86 | CC12CNCC(C)(CNC1)C2=O | 8.5
87 | CN(C)CCNc1ccc([N+](=O)[O-])c2cccnc12 | 23.7
88 | CN(C)C(=O)Oc1ccc2cc(-c3ccccc3)c(=O)oc2c1 | -18.6
89 | O=C(Nc1ccc([N+](=O)[O-])c(C(F)(F)F)c1)C12CC3CC(CC(C3)C1)C2 | 8.5
90 | CC(Nc1ccc([N+](=O)[O-])c2cnccc12)c1ccc(F)cc1 (stereo not drawn) | 1.7
91 | CCN(CC)C(=O)c1ccc(NC(=O)COC(=O)c2ccc3nc(C)c(C)nc3c2)cc1 | -2.7
92 | CCOC(=O)[C@]12Cc3cc(OC)ccc3[C@H]1N(C(C)C)C(=O)c1ccccc12 | -4.6
93 | Cc1ccc(C(c2c(O)c3ccccc3oc2=O)c2c(O)c3ccccc3oc2=O)cc1 | 5.3
94 | COc1ccc(-c2nc3ccc(Br)cn3c2CC(=O)N2CCCC2)cc1OC | 7.1
95 | CN(C)c1ccc([N+](=O)[O-])c2cnccc12 | 7.4
96 | Cc1ccccc1NC(=O)c1cn(Cc2ccccc2)nn1 | 4.0
97 | COc1ccc(NC(=O)N(Cc2ccc3c(c2)OCO3)C2CCN(Cc3ccccc3)CC2)cc1 | -1.5
98 | Cc1noc(C)c1COc1ccc(CC(=O)N2CCN(CC(=O)N3CCCC3)CC2)cc1 | 0.7
99 | CN(C)c1ccc(-[n+]2ccc(-c3cc[n+](-c4ccc(N(C)C)cc4)cc3)cc2)cc1 | 46.2
100 | CCOC(=O)[C@]12Cc3cc4ccccc4cc3[C@H]1N(Cc1ccccc1)C(=O)c1cc(OC)ccc12 | -1.2
101 | Cc1ccc(-n2c(/C=C/c3ccco3)nc3ccccc3c2=O)cc1 | -3.7
102 | Cc1ccc(-n2nc(C)c3c2NC(=O)CSC3c2ccsc2)cc1 (stereo not drawn) | 5.7
103 | COc1cc2c(c(OC)c1OC)CC(N)CCC2 (stereo not drawn) | 3.2
104 | O=C(NC1CCS(=O)(=O)C1)c1cn(Cc2ccccc2)c2ccccc12 (stereo not drawn) | -2.9
105 | CCOc1ccccc1NC(=O)c1cn(C)c2ccccc12 | 0.2
106 | c1ccc(CCNCc2ccc3[nH]ccc3c2)cc1 | 2.0
107 | COc1cc(CNC2CN3CCC2CC3)cc(Cl)c1OCc1ccccc1Cl (stereo not drawn) | 1.2
108 | Cc1ccc(C)c(NC(=O)CN2C(=O)CN=C(c3ccc(F)cc3)c3c2sc(C)c3C)c1 | 7.4
109 | N#CC1=C(N)Oc2nc(SCc3ccccc3Cl)nc(N)c2C1c1ccccc1F (stereo not drawn) | 3.7
110 | CCOC(=O)[C@]12Cc3ccccc3[C@H]1N(C(C)C)C(=O)c1ccccc12 | 0.6
111 | O=C1OCCC1Sc1ncccc1Cl (stereo not drawn) | 2.3

Five compounds drawn at random from those above:
nr | SMILES | LDHA block
102 | Cc1ccc(-n2nc(C)c3c2NC(=O)CSC3c2ccsc2)cc1 (stereo not drawn) | 5.7
101 | Cc1ccc(-n2c(/C=C/c3ccco3)nc3ccccc3c2=O)cc1 | -3.7
107 | COc1cc(CNC2CN3CCC2CC3)cc(Cl)c1OCc1ccccc1Cl (stereo not drawn) | 1.2
98 | Cc1noc(C)c1COc1ccc(CC(=O)N2CCN(CC(=O)N3CCCC3)CC2)cc1 | 0.7
97 | COc1ccc(NC(=O)N(Cc2ccc3c(c2)OCO3)C2CCN(Cc3ccccc3)CC2)cc1 | -1.5
